# Assay outcomes from PubChem.
# rCAG RNA binder: molecules binding r(CAG) RNA repeats | inhibition, % at 3 µM | r(CAG) RNA repeat, TO-PRO-1 dye displacement fluorescence | 370,000 compounds, 1.3% hits;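 active means inhibition above the plate cutoff, the mean of all test compounds on that plate plus 3 SD, cut at about 35% in these data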;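 further: 0% = DMSO alone and 100% = 100 µM mitoxantrone as full dye displacement; higher means more dye released from RNA so lower well fluorescence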
# PG9 binder: binds the HIV-1 gp120 antibody PG9 | inhibition, % at 6.7 µM | TR-FRET gp120-PG9 antibody binding | 360,000 compounds, 0.43% hits; in the data active means inhibition above about 8.5%
# LEDGF integ inh: blocks HIV-1 LEDGF/p75-dependent DNA integration; AID 743269; TR-FRET IN-LEDGF/p75 DNA integration, Eu/Cy5; inhibition, % at 3.7 µM; 370,000 compounds, 0.64% hits;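 active means inhibition above the screen-wide mean plus 3 SD, cut at about 13% in these data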;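 further: signal is the Cy5 over europium emission ratio at 671 and 618 nm; 0% = plate median of compound wells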
# HTRA1 inh: blocks human HTRA1 serine peptidase; Q92743; recombinant HTRA1, FP-rhodamine activity-based probe, fluorescence polarization; inhibition, % at 5.96 µM; 340,000 compounds, 0.5% hits; in the data active means inhibition above about 36%;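 further: 0% = enzyme with DMSO and 100% = wells lacking enzyme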
# TCR-CD3 inh: human TCR-CD3 binding inhibition. TAMRA-labeled TCR probe fluorescence, biochemical. inhibition, % at 9.4 µM. 360,000 compounds, 0.37% hits. AID 651800; in the data active means inhibition above about 19%;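 further: recombinant mutant TCR 2C K166C tagged with TAMRA read by polarization; 0% = receptor in buffer alone and 100% = receptor with positive control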
# mABHD4 FP: inhibitors of mouse ABHD4; purified mABHD4, FP-Rh probe fluorescence polarization; 370,000 compounds, 0.54% hits; inhibition, % at 8.92 µM; AID 720543;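 active means inhibition exceeding the mean over every tested compound plus 3 SD, cut at about 30% in these data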;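 further: 0% = plate median of compound wells and 100% = S159A mutant with DMSO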
# Target sequence (Q8VD66 whole entry, looked up): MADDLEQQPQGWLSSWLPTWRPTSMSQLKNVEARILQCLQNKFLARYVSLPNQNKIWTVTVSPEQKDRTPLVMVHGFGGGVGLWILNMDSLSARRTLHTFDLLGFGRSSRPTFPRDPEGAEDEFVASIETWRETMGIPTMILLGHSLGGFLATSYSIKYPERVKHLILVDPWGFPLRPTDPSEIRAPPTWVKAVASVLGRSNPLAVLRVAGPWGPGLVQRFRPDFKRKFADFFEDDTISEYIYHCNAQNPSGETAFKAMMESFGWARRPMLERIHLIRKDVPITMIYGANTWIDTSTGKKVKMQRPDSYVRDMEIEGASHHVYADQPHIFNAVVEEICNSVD
#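 Test system: mABHD4 protein | Buffer or medium: HEPES pH 7.0 buffer, 150 mM NaCl, 0.01% Pluronic F-127 | Probe or stimulus: FP-Rh fluorescent activity-based probe, added after compound pre-incubation | Timing: Pre-incubation 45 min, probe exposure 60 min, at 25 °C | Technique: Fluorescence polarization, excitation 525 nm, emission 598 nm, BODIPY TMR filters | Repeats: Single well per compound (singlicate)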
# TDP2 inh: TDP2 (human) inhibition, absorbance primary screen; recombinant TDP2, T5PNP hydrolysis, p-nitrophenol absorbance 415 nm; O95551; 370,000 compounds, 0.34% hits; inhibition, % at 12.8 µM; AID 720702;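 active means inhibition above the mean of all tested compounds plus 3 SD, set per campaign, cut at about 25% in these data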;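 further: 0% = DMSO with enzyme and 100% = buffer with substrate but no TDP2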
#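 Test system: Human TDP2 enzyme | Reagent: 5 mM T5PNP | Compound dosing: 12.8 µM single point, 1% DMSO | Incubation: Enzyme reaction with compound for 2 h at 37 °C | Technique: p-Nitrophenol epi absorbance | Read-out: % inhibition relative to enzyme-containing and enzyme-free wells | Benchmarks: High control without enzyme, low control DMSO plus TDP2 | Replicates: Singlicate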
# PRMT1 FP inh: inhibitors of human PRMT1; Q99873; 370,000 compounds, 1.3% hits; inhibition, % at 2.79 µM; recombinant PRMT1, activity-based probe fluorescence polarization;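 active means inhibition above about 21% made by adding two undisclosed values, limit read from the data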
# SIAE inh: human SIAE inhibition, primary screen | Q9HAT2 | SIAE FP-Rh probe binding, fluorescence polarization | inhibition, % at 9.66 µM | 370,000 compounds, 0.69% hits | AID 1053197;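 active means inhibition above a cutoff: mean of compounds within the control limits plus 3 SD of those, cut at about 17% in these data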;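 further: 0% = plate median of compound wells and 100% = probe without SIAE protein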
# Target sequence (Q9HAT2 whole entry, looked up): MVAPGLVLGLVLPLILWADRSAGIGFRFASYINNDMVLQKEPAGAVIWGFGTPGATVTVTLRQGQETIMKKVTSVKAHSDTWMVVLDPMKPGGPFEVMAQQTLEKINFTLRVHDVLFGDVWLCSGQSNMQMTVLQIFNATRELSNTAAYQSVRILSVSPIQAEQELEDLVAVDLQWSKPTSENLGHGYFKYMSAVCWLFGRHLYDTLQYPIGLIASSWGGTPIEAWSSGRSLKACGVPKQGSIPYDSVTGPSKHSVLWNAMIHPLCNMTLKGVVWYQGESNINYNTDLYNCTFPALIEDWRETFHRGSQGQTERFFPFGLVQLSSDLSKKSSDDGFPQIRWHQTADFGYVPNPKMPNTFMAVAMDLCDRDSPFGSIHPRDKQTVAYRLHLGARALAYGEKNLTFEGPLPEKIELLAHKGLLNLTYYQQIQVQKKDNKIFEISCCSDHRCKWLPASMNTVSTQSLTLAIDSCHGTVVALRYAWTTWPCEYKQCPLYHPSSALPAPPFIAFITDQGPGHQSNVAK
# NR1D1 modulator: Rev-erb alpha (human) modulation; P20393; Rev-erbα–FITC-DNA binding, fluorescence polarization, 90 min; activity, % at 10 µM; 370,000 compounds, 0.79% hits;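 active means activity above about 14%, limit read from the data; passing the limit was not always enough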;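 further: 0% = DMSO wells with 35 nM protein and 100% = DMSO wells with 750 nM protein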
# Numbers without * were called inactive; · = not tested or not shown. Not all compounds are listed (hit frequency here may not be typical).
SMILES,rCAG RNA binder,PG9 binder,LEDGF integ inh,HTRA1 inh,TCR-CD3 inh,mABHD4 FP,TDP2 inh,PRMT1 FP inh,SIAE inh,NR1D1 modulator
O=C(C[C@@H]1C/C=C\CC[C@@H](Cc2ccc(F)cc2)C(=O)OC[C@@H]2CCCN2C1=O)NCCO,-2,0.1,1,-2,-2,2,8,0,0,0
O=C(O)C1C2C=CC(C2)C1C(=O)NCc1ccco1 (configuration not stated),3,-0.8,2,4,1,5,1,0,-6,-3
N#Cc1ccc(C(=O)Nc2cc(S(=O)(=O)N3CCOCC3)ccc2N2CCCC2)cc1,10,-2.7,6,6,-1,-3,-1,-8,-7,1
CCN(C(=O)CSc1cc(-c2ccccc2)c2ccc(OC)cc2n1)C1CCS(=O)(=O)C1 (configuration not stated),12,1.6,0,-43,-6,-25,-14,5,-11,-3
Cc1ccccc1Cn1nc(C)c(NC(=O)c2cc3n(n2)C(C(F)F)CC(C(F)F)N3)c1C (configuration not stated),-3,-1.5,4,3,-3,0,7,1,5,-4
CCc1ccccc1NC(=O)CSc1nnc(Cn2cnc3ccccc32)o1,-5,-2.5,1,8,-6,-1,5,0,-6,2
CSc1ccc(S(=O)(=O)Nc2ccc3c(c2)NC(=O)CC3)cc1,13,3.6,-4,-10,3,4,-11,5,0,3
O=C(CSc1nnc(NC2CCCCC2)s1)NN1C(=O)NC2(CCCCC2)C1=O,3,-0.4,-2,-2,0,6,8,2,1,-2
COc1ccc(-c2nc3ccc(C(=O)NCC(OC)OC)cc3nc2-c2ccc(OC)c(OC)c2)cc1OC,-6,-0.5,-2,5,-9,-5,-11,1,-3,1
CC(C)CCc1c(O)nc(SCC(C)C)[nH]c1=O,-3,-0.9,0,4,2,-6,-19,-6,2,-2
CCCNC(=O)c1cc(C2CCCCN2C(=O)c2ccccc2)on1 (configuration not stated),-2,0.2,-1,·,6,7,3,-1,-3,-1
O=C(NC(=S)N1CCCCC1CO)c1cccs1 (configuration not stated),2,-1.8,5,9,-2,-3,-21,33*,-8,3
CCCCCCN1C[C@@H](n2cc(COC(=O)c3ccccc3)nn2)[C@H](O)C[C@@H]1c1ccccc1,2,-0.2,-3,-10,-4,-11,-7,11,0,2
O=C(CC(=O)Nc1cccnc1)Nc1cccnc1,-3,-0.9,-3,2,0,1,0,-2,6,0
Cc1ccc(C(=O)O/N=C(\c2ccccc2)c2cccnc2)cc1,-3,1.5,-2,-11,-5,-4,-5,4,-3,-4
Cc1ccc2[nH]c(=O)c(CNC(C)C)cc2c1,3,1.7,0,-3,4,2,0,-2,1,0
CCn1c(SCc2nc3sc(C(=O)O)c(C)c3c(=O)[nH]2)nc2ccccc21,33,1.2,6,-26,12,-31,2,10,-50,-3
COC(=O)c1[nH]c2ccc(C)cc2c1NC(=O)CN1CCN(C(=O)c2ccccc2)CC1,-7,0.4,0,-4,7,3,-2,-6,3,-1
Cc1cc(C)cc(OCC(=O)O/N=C(\N)Cc2ccc([N+](=O)[O-])cc2)c1,1,-2.5,-3,·,4,-1,8,0,-3,-1
CC(C)c1ccccc1NC(=S)NCc1ccccc1F,-4,-0.9,4,-10,5,-4,1,-1,7,2

# Entries from the list above with an NH in an aromatic ring (four):
SMILES,rCAG RNA binder,PG9 binder,LEDGF integ inh,HTRA1 inh,TCR-CD3 inh,mABHD4 FP,TDP2 inh,PRMT1 FP inh,SIAE inh,NR1D1 modulator
CC(C)CCc1c(O)nc(SCC(C)C)[nH]c1=O,-3,-0.9,0,4,2,-6,-19,-6,2,-2
Cc1ccc2[nH]c(=O)c(CNC(C)C)cc2c1,3,1.7,0,-3,4,2,0,-2,1,0
CCn1c(SCc2nc3sc(C(=O)O)c(C)c3c(=O)[nH]2)nc2ccccc21,33,1.2,6,-26,12,-31,2,10,-50,-3
COC(=O)c1[nH]c2ccc(C)cc2c1NC(=O)CN1CCN(C(=O)c2ccccc2)CC1,-7,0.4,0,-4,7,3,-2,-6,3,-1

# Later entries.
SMILES,rCAG RNA binder,PG9 binder,LEDGF integ inh,HTRA1 inh,TCR-CD3 inh,mABHD4 FP,TDP2 inh,PRMT1 FP inh,SIAE inh,NR1D1 modulator
CCc1cccc2c(C(=O)Cn3nnc(-c4ccc(OC)c(OC)c4)n3)c[nH]c12,13,-2.6,2,-23,11,-9,4,-1,-6,5
Cc1ccc(NC(=O)NC2CC(=O)N(c3ccc4c(c3)OCCO4)C2)cc1C (configuration not stated),-1,0.6,1,-2,9,0,4,0,3,2
CSc1ccccc1C(=O)OCC(=O)Nc1cccnc1Cl,-2,-0.7,0,-2,1,0,0,-1,4,1
O=C(O)c1cc(S(=O)(=O)Nc2ccccc2C(=O)O)ccc1O,10,2.2,2,-1,-2,6,5,1,14,0
CCOC(=O)c1c(C)[nH]c(C(=O)COC(=O)c2ccccn2)c1C,2,1.1,-1,-4,-4,7,-6,3,3,-2
CC(=O)Nc1cccc(NCC(=O)Nc2cc(S(=O)(=O)N3CCCCC3)ccc2Cl)c1,3,0.7,0,-5,7,0,0,-7,-3,4
CC(=O)N1C2CCCCC2S[C@H]2CCCCC21 (some centres not stated),-5,-0.3,-2,0,-1,5,6,3,3,-4
CC(C)(C)c1ccc(C#C[C@@H]2C=C[C@H](O)[C@@H](COC(=O)Nc3ccccc3)O2)cc1,9,-0.3,1,·,5,-19,-1,-2,-9,5
CCOc1cc(C(=O)Nc2nnc(C)s2)cc(OCC)c1OCC,0,-0.3,-3,10,0,1,5,1,-1,0
COc1cc(CCC(=O)Nc2ccc(C)c(S(=O)(=O)N(C)C)c2)cc(OC)c1OC,-1,-2.2,0,-1,9,-8,7,1,-3,2
Cc1ccc(NC(=O)CC2=NC(=O)C(CC(=O)Nc3ccccc3F)S2)cc1 (configuration not stated),16,1.1,-1,-17,5,-9,5,19,-6,-3
CCCCCCOc1ccc(/C(N)=N/O)cc1,0,1.5,-6,4,-4,-5,-10,-2,1,-4
CN(C)C(CNC(=O)c1cc2ccccc2o1)c1ccco1 (configuration not stated),1,-2.1,4,-4,6,-2,7,0,-1,-2
Clc1ccc(CSc2nnc(CN3CCOCC3)n2-c2ccccc2)cc1Cl,3,-1.5,2,-10,-7,-11,-9,3,-7,2
O=C(O)CCc1c(C(=O)O)[nH]c2ccccc12,1,-0.2,2,3,1,13,9,3,0,2
CCOc1ccccc1OCCn1nnc2ccccc21,3,-0.5,5,5,-8,-17,-7,-4,-2,5
O=C1CC[C@@H](CN(Cc2ccccn2)Cc2nc(Cc3cccc(C(F)(F)F)c3)no2)N1,-6,-0.1,-1,1,-5,0,-6,0,5,-8
Cc1ccc(C(=O)N2CCN(c3ccccc3F)CC2)cc1S(=O)(=O)N1CCOCC1,-8,-1.4,0,2,0,6,2,5,-6,-3
CCOc1ccccc1CNC(=O)c1ccc(NC(=O)C2=C(C)OCCS2)cc1,-5,-1.6,3,-18,-2,-6,-4,-4,3,5
CCOC(=O)N1CCC(Nc2c(NCCCN3CCN(C4CCCCC4)CC3)c(=O)c2=O)CC1,-9,-0.6,2,0,1,7,4,-1,6,3
CC(=O)N1N=C(c2ccc(C)o2)CC1c1ccc(Br)cc1 (configuration not stated),-1,-0.2,0,3,-5,0,-7,6,-5,3
Cc1cc(C)c(C#N)c(SCc2ccc(F)cc2)n1,-4,0.0,-2,-11,-6,-2,5,2,-3,3
Cc1cnc(CN2CCc3c([nH]c4ccccc34)C2CC(C)C)[nH]1 (configuration not stated),1,0.0,4,-3,-6,-4,5,0,-1,-2
CCC(=O)NC(c1cccs1)c1cc(Cl)c2ccccc2c1O (configuration not stated),5,-0.4,2,-33,5,-13,6,0,2,6
COC(=O)Cc1ccc(OC2(C)CCN(Cc3ccc(-c4ccccn4)cc3)C2)cc1 (configuration not stated),-2,-0.2,2,·,4,3,-2,-7,-11,1
C/C(=N\NC(=O)COc1ccccc1-c1ccccc1)c1ccccn1,1,0.8,4,-5,-6,-12,5,-5,2,4
COc1ccc([N+](=O)[O-])cc1-n1cccc1,-7,-0.6,0,-1,5,0,6,0,-1,2
O=C(c1cc(-c2ccncc2)nc2ccccc12)N1CCN(S(=O)(=O)/C=C/c2ccccc2)CC1,0,-0.5,2,-19,2,2,-11,-3,-2,-5
COc1ccc(CCNC(=O)C2CC(=O)N(c3ccc(Br)cc3)C2)cc1OC (configuration not stated),-6,-1.6,-7,2,-3,3,-2,1,-4,1
O=C1CS/C(=N/N=C/c2ccc(OS(=O)(=O)c3ccccc3)cc2)N1,40*,0.3,-6,2,-2,1,13,-1,-10,1
Cc1ccc(N2CCN(S(=O)(=O)N3CCCCC3)CC2)cc1Cl,-4,-1.2,-1,1,4,3,5,-4,5,-1
FC(F)(F)c1cccc(N2CCN(CC3CC4C=CC3C4)CC2)c1 (configuration not stated),-9,-1.4,-2,-12,2,1,3,0,6,4
Cc1ccccc1C(=O)OCn1nnc2ccccc2c1=O,0,-0.2,-3,1,4,0,-1,-2,0,-3
CCCCN(C(=O)c1ccc(N2CCCC2=O)cc1)c1c(N)n(CC(C)C)c(=O)[nH]c1=O,2,-0.9,-4,9,0,4,-2,-1,4,6
CN(c1ccc(C(=O)N2CCc3ccccc3C2)cc1)S(C)(=O)=O,2,-0.3,0,9,-7,2,-6,2,-4,4
Cc1ccc(C(C(=O)NC2CCCCC2)N(C(=O)Cc2c[nH]c3ccccc23)c2ccccc2C)o1 (configuration not stated),4,0.5,3,-2,-10,-4,8,4,1,-6
C=CCc1ccccc1OCC(=O)N/N=C/c1ccccc1OCC,-1,0.5,4,-29,0,-9,-3,-2,-4,8
Cc1cccc(C)c1NC(=O)CSc1nnc(C)n1-c1ccccc1,-10,-0.7,-2,2,6,1,6,-3,0,7
CCc1nc(N2CCN(C(C)=O)CC2)c2c3c(sc2n1)CC(C(C)(C)C)CC3 (configuration not stated),19,2.0,-5,-1,-1,2,-3,1,-4,10
CC[C@H](C)[C@H](NC(N)=O)C(=O)Nc1ccc(OC)c(Cl)c1,0,-1.2,2,-1,4,-4,-9,-3,2,1
CC(=O)Nc1ccc(NC(=O)CSc2ccc(C(F)(F)F)cc2[N+](=O)[O-])cc1,-1,-0.7,2,-1,4,7,-7,1,-5,-2
COc1ccc(OC)c(C(c2nnnn2C2CCCC2)N2CCc3ccccc3C2)c1 (configuration not stated),-5,-3.3,0,-43,0,-14,-8,0,2,-1
C=C(C)C1(O)OC(=O)C=C1OC (configuration not stated),0,2.1,-3,-13,9,4,0,0,4,2
COc1ccc(CCNC(=O)C(=O)NCC2OCCN2S(=O)(=O)c2ccc(OC)c(OC)c2)cc1 (configuration not stated),1,0.0,-1,2,1,1,-9,0,6,-3
COc1ccc(-n2c(SCC(=O)Nc3ccc4c(c3)OCO4)nc3c(c2=O)SCC3)cc1,7,-0.1,2,2,1,4,-2,-1,5,5
